# Bioassay records from PubChem BioAssay.
# HCV NS3h FP – HCV NS3 helicase inhibitors, primary screen, biochemical, fluorescence polarization, ChemBridge library; Hepatitis C virus NS3 helicase; NS3h Cy5-dT15 DNA binding; inhibition, % at 100 µM; 1.6% of 16,000 active; AID 687043, 2013;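 active = inhibition above the average over every tested compound plus 3 SD, cut at about 40% in these data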
# Cy5 interf NS3h – Cy5 fluorescence quenchers or enhancers, artefact control for HCV NS3 helicase inhibitor project, biochemical, ChemBridge library, Cy5 readout; Cy5-dT15 DNA with NS3h, fluorescence interference; actives lie on both sides; signal over control mean, under 1 quenches; fluorescence interference ratio at 100 µM; 6% of 16,000 active; AID 720488, 2013;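 active = compound fluorescence over control fluorescence at most 0.8, a quencher, or at least a set upper limit, an enhancer; inactive = ratio between 0.8 and the set upper limit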
# * = called active by the depositor.
HCV NS3h FP,Cy5 interf NS3h,smiles
6,1.1,CC1=NN(c2ccccc2)C(=O)/C1=C/c1cccc(OC2CSC2)c1
6,1.2,CCNC(=O)CC1S/C(=N/N=C\C=C\c2ccccc2)NC1=O (stereo not given)
7,1,CC(=O)N(C(C)=O)c1ccc(Sc2ccc(Oc3ccc(Sc4ccc(N(C(C)=O)C(C)=O)cc4)cc3)cc2)cc1
20,0.98,C=CCN1C(=O)C(Cc2ccc(OC)cc2)S/C1=N/N=C\c1cccs1 (stereo not given)
7,0.98,CCOc1ccc(N2C(=O)NC(=O)/C(=C\c3ccc(OCC(=O)O)c(OC)c3)C2=O)cc1
4,0.96,Cc1c(C(=O)OC(C)C)sc(NC(=O)c2cc(Cl)ccc2Cl)c1C(=O)OC(C)C
-51,0.77*,Cc1ccc2nc(/C(C#N)=C/c3ccc(-c4ccc(Cl)cc4)o3)[nH]c2c1
3,1,O=c1/c(=C/c2ccc(Sc3ccccc3)o2)sc2nc3ccccc3n12
0,1.1,CCOc1ccccc1NC(=O)c1c(NC(=O)C(C)(C)C)sc2c1CCCCC2
-3,1,Cc1cc(C)nc(N2CCN(c3ncnc4c3cnn4-c3ccccc3)CC2)n1
-6,0.87,CCOC(=O)c1c(CN(CCO)CCO)n(C)c2c1cc(OC(C)=O)c1c2c(-c2ccccc2)nn1-c1ccccc1
-6,0.96,COc1ccc(N2C(=O)NC(=O)C(=Cc3ccccc3OCC(=O)O)C2=O)cc1
-2,1.1,O=C(O)c1ccc(C(=O)Nc2ccccc2Oc2ccccc2)c(C(=O)O)c1
6,0.93,CC(NC(=O)COc1ccc(/C=N\NS(=O)(=O)c2ccccc2)cc1)c1ccccc1 (stereo not given)
19,1,Fc1cccc(Cl)c1CSc1nnc(-c2ccc(Br)cc2)o1
-6,1.1,O=C(Nc1ccccc1O)c1ccc(-c2ccc(Cl)cc2Cl)o1
6,0.98,COc1cccc(/C=C2/SC(=S)N(CC(=O)O)C2=O)c1O
7,1,Cc1ccccc1NC(=O)CCc1ccccc1
-4,1.1,O=C(NCCc1ccc(Cl)cc1)Nc1ccc(Br)cc1
4,1,CC1(C)Cc2c(ccc3ccccc23)C(=O)N1
5,1,CC(NC(=O)c1cccs1)c1ccccc1 (stereo not given)
2,0.91,CN(C)c1ccc(C(C#N)(C#N)C2C(=O)c3ccccc3C2=O)cc1
4,0.92,COCCNC(=O)CN(c1ccc(C)cc1)S(=O)(=O)c1ccc(SC)cc1
0,1,CCc1nnc(NC(=O)c2ccc3c(c2)OCCO3)s1
-2,0.94,COc1ccccc1N1CCN(S(=O)(=O)c2ccc(SC)cc2)CC1
6,0.9,Cc1ccc(S(=O)(=O)C(CC(=O)c2ccccc2)c2cccs2)cc1 (stereo not given)
-13,1.1,CCc1ccc(OCC(=O)Nc2ccc(O)c(-c3nc4ccccc4s3)c2)cc1
1,0.95,NNC(=O)CN1C(c2cccc(Cl)c2)=Nc2ccc(Br)cc2C1c1ccccc1 (stereo not given)
7,0.93,O=C(CSCc1ccc(F)cc1)Nc1ccccc1
0,0.98,NS(=O)(=O)c1ccc(CNC(=O)c2ccccc2Br)cc1

HCV NS3h FP,Cy5 interf NS3h,smiles
5,1,C=C(C)COc1ccccc1/C=C1\N=C(c2ccc(F)cc2)OC1=O
0,1.1,COC(=O)C1=C(C)N(Cc2cccnc2)C(=O)/C1=C\c1cccc(Cl)c1Cl
-12,1,CCOc1ccc(C(=O)Nc2cc(-c3nc4ccc(C)cc4o3)ccc2Cl)cc1
22,1.1,O=C(c1ccc(-c2ccccc2)cc1)N1CCN(C(=O)c2cccs2)CC1
6,0.98,Cc1cc(C)nc(SCC(=O)OCC(=O)Nc2ccc(S(N)(=O)=O)cc2)n1
-8,1.1,CCOC(=O)C(=O)C1C(=O)C(=O)C(C)C1=O (stereo not given)
-5,1.1,Cc1oc(C(=O)O)cc1COc1cccc2ccccc12
3,0.93,O=C1C(=O)N(c2ccc(Cl)cc2)C(=O)N1Cc1ccccc1
5,1.1,O=[N+]([O-])c1cccc(S(=O)(=O)Nc2ccccc2CO)c1
18,0.82,COc1ccc(-c2cn3ccc(C)cc3n2)cc1Br
0,0.94,COc1ccc(CN2CCN(S(=O)(=O)c3ccc(C)cc3)CC2)c(OC)c1OC
-20,1.1,O=C(COc1ccccc1[N+](=O)[O-])Nc1ccc2oc(-c3ccccc3Br)nc2c1
-10,0.98,Clc1ccc(CSc2nnc(-c3ccc(Br)cc3)o2)c(Cl)c1
-1,1.1,CC1=C(C(=O)OCCOC(C)C)C(c2coc3ccc(C)cc3c2=O)C2=C(CCCC2=O)N1 (stereo not given)
-13,1,COc1cc(/C=C2\SC(N)=NC2=O)cc(I)c1OCc1ccc(Cl)cc1Cl
-3,0.96,CS(=O)(=O)N(CC(=O)O)c1cccc(C(F)(F)F)c1
6,1,COc1ccc(OC)c(C2NC(=O)NC(C)=C2C(=O)Nc2ccccc2Cl)c1 (stereo not given)
-3,1.1,Cc1cc([N+](=O)[O-])nn1Cc1ccc(C(=O)O)cc1
-5,1,O=C(Nc1cccc(C(=O)O)c1)/C(=C/c1cccc([N+](=O)[O-])c1)NC(=O)c1ccccc1
7,1,Cc1cc(OCc2nc(-c3ccccc3)no2)cc(C)c1Cl
5,1.1,O=C(Nc1c(C(=O)N2CCCC2)cnn1-c1ccccc1)c1cccc(F)c1
6,0.87,COCCOC(=O)c1c(C)oc2c1cc(NS(=O)(=O)c1ccc(F)cc1)c1ccccc12
5,0.82,COc1ccc(OC)c(N(CC(=O)Nc2ccccc2Br)S(C)(=O)=O)c1
1,1,NS(=O)(=O)c1ccc(CCNC(=O)Nc2cccc(Cl)c2)cc1
2,0.95,CCN(CC)c1ccc(NC(=O)/C=C/c2cc(Br)ccc2OC)cc1
8,0.97,O=C(Nc1ccc(F)c(Cl)c1)c1cc2n(n1)C(C(F)(F)F)CC(c1cccs1)N2 (stereo not given)
-4,0.91,CCN(CC)/C(=C\C(=O)c1ccc(C)cc1)c1ccccc1
3,1.1,Cc1ccc(C(=O)N/C(=C\c2sccc2C)C(=O)NCc2ccco2)cc1
-20,0.82,N#C/C(=C\c1ccc(O)cc1)c1nc(-c2ccc(-c3ccccc3)cc2)cs1
5,1,Cc1nc2cc(-c3cccc(F)c3)nn2c(C)c1Cl

# Molecules listed so far containing an aryl thioether with sulfur outside any ring, in the order listed:
HCV NS3h FP,Cy5 interf NS3h,smiles
7,1,CC(=O)N(C(C)=O)c1ccc(Sc2ccc(Oc3ccc(Sc4ccc(N(C(C)=O)C(C)=O)cc4)cc3)cc2)cc1
3,1,O=c1/c(=C/c2ccc(Sc3ccccc3)o2)sc2nc3ccccc3n12
19,1,Fc1cccc(Cl)c1CSc1nnc(-c2ccc(Br)cc2)o1
4,0.92,COCCNC(=O)CN(c1ccc(C)cc1)S(=O)(=O)c1ccc(SC)cc1
-2,0.94,COc1ccccc1N1CCN(S(=O)(=O)c2ccc(SC)cc2)CC1
6,0.98,Cc1cc(C)nc(SCC(=O)OCC(=O)Nc2ccc(S(N)(=O)=O)cc2)n1
-10,0.98,Clc1ccc(CSc2nnc(-c3ccc(Br)cc3)o2)c(Cl)c1

# Entries from the list above that have a furan ring, fused or not:
HCV NS3h FP,Cy5 interf NS3h,smiles
-51,0.77*,Cc1ccc2nc(/C(C#N)=C/c3ccc(-c4ccc(Cl)cc4)o3)[nH]c2c1
3,1,O=c1/c(=C/c2ccc(Sc3ccccc3)o2)sc2nc3ccccc3n12
-6,1.1,O=C(Nc1ccccc1O)c1ccc(-c2ccc(Cl)cc2Cl)o1
-5,1.1,Cc1oc(C(=O)O)cc1COc1cccc2ccccc12
6,0.87,COCCOC(=O)c1c(C)oc2c1cc(NS(=O)(=O)c1ccc(F)cc1)c1ccccc12
3,1.1,Cc1ccc(C(=O)N/C(=C\c2sccc2C)C(=O)NCc2ccco2)cc1

# Later entries:
HCV NS3h FP,Cy5 interf NS3h,smiles
-6,1.1,CCC(C(=O)Nc1nc2ccccc2s1)c1ccccc1 (stereo not given)
36,0.93,O=C(NC(=S)Nc1ccc(Cc2ccncc2)cc1)c1ccccc1
-22,1.1,O=C(Nc1ccc2oc(-c3cccc4c(Br)cccc34)nc2c1)c1ccco1
29,0.9,CS(=O)(=O)N(CC(=O)Nc1cc(Cl)cc(Cl)c1)c1cccc(Cl)c1
-4,1,CC(C)N=C1NS(=O)(=O)c2cc([N+](=O)[O-])ccc21
-12,1,CCOc1ccc(NC(=O)CN(c2ccc(C)cc2)S(=O)(=O)c2ccc(OCC)cc2)cc1
-7,1.1,COc1ccc(-n2c(=O)c3c4c(sc3n3c(SCC(N)=O)nnc23)COC(C)(C)C4)cc1
29,1,Cc1cc(C)c(NC(=O)C(C)Sc2nc3ccccc3s2)c(C)c1 (stereo not given)
-13,0.99,COc1ccc(CC(=O)c2ccc(OC)c(OC)c2)cc1OC
-1,1,O=C1c2ccc3c4c(ccc(c24)C(=O)N1CCOc1ccccc1)CC3
21,1,CCOc1ccc(-c2nnc(NC(=O)Nc3ccc(Cl)c(Cl)c3)s2)cc1
22,1,C=CCn1c2ccccc2c2nnc(SCC(=O)Nc3cc(C)on3)nc21
2,1,CC(NC(=O)c1ccc(C(=O)O)cc1C(=O)O)c1ccccc1 (stereo not given)
-12,1,COc1cc(CN2CCN(Cc3ccc(OC)c(OC)c3)CC2)cc(OC)c1
0,1,COc1cccc(/C=C2/C(=O)NC(=O)N(c3ccc(Br)cc3)C2=O)c1O
-2,1.1,O=C1CCC(=O)N1Cc1ccc(Cl)cc1
3,0.99,COC(=O)c1ccc(C(=O)OC)c(NC(=O)COc2ccc(C)cc2C(C)(C)C)c1
9,0.72*,CCN1C(=O)/C(=C\c2ccc(-c3ccc(I)cc3)o2)SC1=S
1,1.1,O=C(NCCCO)C(=O)NCc1ccc(Cl)cc1
17,0.99,O=C(CN1C(=O)c2cccc3cccc(c23)C1=O)N1CCCC1
10,0.94,Cc1nc2cc(-c3ccccc3Cl)[nH]n2c(=O)c1C
4,1.1,O=C(O)CCC(=O)N1N=C(c2c(-c3ccccc3)c3cc(Cl)ccc3[nH]c2=O)CC1c1ccco1 (stereo not given)
14,0.96,Cc1ccc(OCCNC(=O)c2cccc3ccccc23)cc1
7,1,Cc1cccc(NC(=O)c2ccccc2[N+](=O)[O-])c1
11,0.94,CCOC(=O)c1c(-c2ccccc2)oc2ccc(O)c(CN3CCCC(C)C3)c12 (stereo not given)
6,0.98,CCOC(=O)c1c(C)oc2cc(Br)c(OC(C)C(=O)OCC)cc12 (stereo not given)
23,1,COc1ccccc1/C=C1\SC(=S)N(C(C)C)C1=O
1,1,CCc1nc2ccc(Oc3ccc4nc(CC)[nH]c4c3)cc2[nH]1
-2,0.96,COc1ccc(NC(=O)CN(c2ccc(Oc3ccccc3)cc2)S(C)(=O)=O)cc1OC
6,1.2,COc1cccc(/C=N\NC(=O)c2cccc(N3CCCC3=O)c2)c1

# Random excerpt: 7 compounds from above, in no set order.
HCV NS3h FP,Cy5 interf NS3h,smiles
1,1,CCc1nc2ccc(Oc3ccc4nc(CC)[nH]c4c3)cc2[nH]1
-7,1.1,COc1ccc(-n2c(=O)c3c4c(sc3n3c(SCC(N)=O)nnc23)COC(C)(C)C4)cc1
4,1.1,O=C(O)CCC(=O)N1N=C(c2c(-c3ccccc3)c3cc(Cl)ccc3[nH]c2=O)CC1c1ccco1 (stereo not given)
14,0.96,Cc1ccc(OCCNC(=O)c2cccc3ccccc23)cc1
-2,0.96,COc1ccc(NC(=O)CN(c2ccc(Oc3ccccc3)cc2)S(C)(=O)=O)cc1OC
9,0.72*,CCN1C(=O)/C(=C\c2ccc(-c3ccc(I)cc3)o2)SC1=S
29,0.9,CS(=O)(=O)N(CC(=O)Nc1cc(Cl)cc(Cl)c1)c1cccc(Cl)c1

# The results go on.
HCV NS3h FP,Cy5 interf NS3h,smiles
9,1.1,CCCc1cc(=O)oc2cc(C)cc(OCC(C)=O)c12
16,0.91,O=C(/C=C/c1ccccc1)NC(=S)Nc1cc([N+](=O)[O-])cc(Cl)c1O
1,0.99,O=C(NC(c1ccccc1)C(Cl)Cl)c1ccccc1 (stereo not given)
0,1.1,COc1cc(OC)cc(C(=O)O/N=C2\C(=O)N(C)c3ccccc32)c1
5,1.1,O=C1NC2=Nc3ccccc3NC(c3ccccc3)=C2C(c2cccc3ncccc23)N1 (stereo not given)
-4,1.1,CCCC(O)=C1C(=O)CC(C)(C)CC1=Nc1ccc(OC)cc1
16,0.92,Cc1ccc(C=C2C(=O)NC(=O)N(c3cccc(Cl)c3)C2=O)s1
3,0.92,CC1=C(C(=O)OCc2ccc(C)cc2)C(c2cccc(O)c2)NC(=O)N1 (stereo not given)
11,0.66*,NC(=O)c1cc2nc(-c3cccs3)cc(C(F)(F)F)n2n1
-6,1.1,COc1ccc(OC)c(CN2CCN(Cc3cccc(Br)c3)CC2)c1
6,1.1,C=C(C)COc1ccc2ccc(=O)oc2c1
29,1.1,Cc1cc(C)nc(SCC(=O)N2c3ccccc3CCc3ccccc32)n1
18,1.1,COc1ccc(Cl)cc1NC(=O)C1=C(C)NC(=O)NC1c1ccccc1Br (stereo not given)
19,1,CC(=O)Nc1nc(-c2cc(C)ccc2C)cs1
16,0.96,COc1ccc(N(CC(=O)Nc2cc(C)cc(C)c2)S(C)(=O)=O)cc1Cl
-22,0.92,COc1cc(/C=C/c2nc3ccccc3c(=O)[nH]2)ccc1O
12,1,COC(=O)CN1C(=O)C(=Cc2ccc(Br)cc2)SC1=S
-4,1,COc1ccc(OC)c(NC(=O)COc2ccc(Br)cc2C)c1
10,0.96,CCc1ccccc1NC(=O)COc1ccc2ccccc2c1
4,1,COc1ccc(C(=O)Nc2nc3ccccc3s2)c(OC)c1
-4,0.99,CCOC(=O)Oc1ccc2c(=O)c(Oc3ccc(C(C)(C)C)cc3)coc2c1
10,1,COc1cccc2sc(NC(=O)c3cccc(Cl)c3)nc12
16,1,O=c1c(-c2ccc(Cl)cc2)c(C(F)(F)F)oc2cc(O)ccc12
2,1,O=[N+]([O-])c1ccc2c(c1)S(=O)(=O)N=C2Nc1ccc(Br)cc1
4,0.97,c1ccc(-c2nnc(-c3cccc(-c4nnc(-c5ccccc5)o4)c3)o2)cc1
4,0.86,CCCCCCCCNC(=O)CCC(=O)O
